S1P3 agonist – S1P3 (human) receptor agonism. Q99500. S1P3 NFAT-BLA reporter cells, FRET ratio; relative to 1 µM S1P, basal subtracted. activation, % at 4.5 µM. 60,000 compounds, 0.1% hits. AID 373;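 active means activation above the screen-wide mean plus 3 SD, cut at about 4.5% in these data, passing the limit was not always enough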; further: some compounds called inactive have numbers as strong as hits
Target sequence (Q99500 whole entry, looked up): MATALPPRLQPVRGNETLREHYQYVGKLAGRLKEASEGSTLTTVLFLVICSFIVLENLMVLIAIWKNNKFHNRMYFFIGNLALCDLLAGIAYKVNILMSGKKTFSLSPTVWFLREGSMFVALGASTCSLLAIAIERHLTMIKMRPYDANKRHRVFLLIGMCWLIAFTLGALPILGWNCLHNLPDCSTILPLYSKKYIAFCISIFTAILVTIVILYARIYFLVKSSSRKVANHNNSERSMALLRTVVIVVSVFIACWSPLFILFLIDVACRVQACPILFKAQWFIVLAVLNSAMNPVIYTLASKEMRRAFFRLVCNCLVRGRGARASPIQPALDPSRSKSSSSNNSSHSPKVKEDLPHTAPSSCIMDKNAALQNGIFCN
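Assay system: stable CHO line with human S1P3, Gα16, NFAT-BLA reporter; Detection: FRET β-lactamase substrate fluorescence, excitation 405 nm, 460/535 nm emission ratio, background-subtracted; Read-out: percent activation versus median 1 µM S1P response, basal-subtracted, per plate; Incubation: cells plated overnight, compound 4 h 37 °C, substrate 2 h RT.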
Her2 expr inh – inhibitors of human Her2 kinase expression; P04626; SKBR-3 HER2 protein level, AlphaScreen, 18-24 h; hits give low values; HER2 level % of control, % at 10 µM; 65,000 compounds, 0.69% hits;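 active means HER2 level under 5% of the carrier-only control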;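 further: 100% = DMSO carrier and 0% = 500 nM PU-H71 HSP90 inhibitor; lower value means stronger loss of Her2 protein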
Jurkat viability – cytotoxicity toward Jurkat cells | Jurkat E6.1 viability, ATP luminescence, 48 h | inhibition, % at 4 µM | 56,000 compounds, 1.2% hits | AID 463;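 active means inhibition above the mean inhibition of all tested compounds plus 3 SD, cut at about 28% in these data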
HTR1E agonist – agonists of human 5-HT1E serotonin receptor | P28566 | CHO 5-HT1E Ga15 NFAT-bla reporter, FRET; 0% DMSO wells, 100% control agonist wells | activation, % at 6 µM | 65,000 compounds, 0.69% hits;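 active means activation above a set limit, the screen-wide mean activation plus 3 SD, cut at about 8.5% in these data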;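 further: 100% = positive control agonist at 1 µM giving full maximal response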
M1 agonist – agonists of M1 muscarinic receptor; B-score at 10 µM; CHO-M1 cells, Fluo-4 calcium fluorescence, agonist mode; hits give high values; AID 626; 64,000 compounds, 3% hits;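 active means fluorescence rise, raw or as B-score row- and column-corrected plate score, outside the 99.7% band of its plate's samples, either direction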
M1 antagonist – blocks the rat M1 muscarinic receptor response to acetylcholine. P08482. CHO-M1 cells, Fluo-4 calcium, ACh EC80 antagonist mode; hits give low values. B-score at 10 µM. 64,000 compounds, 3.4% hits. AID 628;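 active means calcium fluorescence response, raw or row-and-column corrected B-score, differing from the plate sample mean either way at a set confidence level, mostly lower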
Target sequence (P08482 whole entry, looked up): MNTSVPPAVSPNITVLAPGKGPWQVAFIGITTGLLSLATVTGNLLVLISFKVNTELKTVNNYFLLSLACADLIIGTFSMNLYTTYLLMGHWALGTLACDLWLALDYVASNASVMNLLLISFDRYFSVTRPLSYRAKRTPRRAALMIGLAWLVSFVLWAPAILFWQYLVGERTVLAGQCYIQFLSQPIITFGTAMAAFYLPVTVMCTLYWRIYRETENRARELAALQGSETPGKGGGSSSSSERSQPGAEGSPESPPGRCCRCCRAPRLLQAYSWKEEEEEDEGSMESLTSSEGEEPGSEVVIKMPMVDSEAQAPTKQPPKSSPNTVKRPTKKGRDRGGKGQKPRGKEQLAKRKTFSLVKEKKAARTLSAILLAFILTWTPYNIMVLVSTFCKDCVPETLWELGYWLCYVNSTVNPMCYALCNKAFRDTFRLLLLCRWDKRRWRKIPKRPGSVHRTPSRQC
S1P1 ag-PAM – S1P1 (human) agonism or agonism potentiation; activation, % at 9.5 µM; P21453; 56,000 compounds, 0.57% hits; S1P1 CRE-bla cells, forskolin, beta-lactamase FRET, potentiator mode; S1P1 agonist co-added at EC20, 2 nM; 100% = saturating reference agonist, 0% = basal;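 active means activation above a cutoff set at the mean activation of all tested compounds plus 3 SD, cut at about 54% in these data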;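 further: forskolin at 4 µM as EC80 and the EC20 agonist is SEW2871; 100% = SEW2871 at its EC100 plus forskolin at EC80; some compounds past the cut are filed as inactive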
HEK293 NFkB inh – lowers PMA/ionomycin-induced NF-kB signal in HEK293 cells | HEK-293 NF-kB luciferase reporter, luminescence | 62,000 compounds, 0.21% hits | inhibition, % at 3 µM;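 active means inhibition above the mean of all tested compounds plus 3 SD, cut at about 40% in these data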;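 further: 0% = stimulated DMSO wells and 100% = 10 µM reference inhibitor 5653914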
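Reagent: PMA plus ionomycin mix as NF-kB-activating stimulus. Assay system: NF-kB luciferase reporter HEK-293 cells. Technique: luminescence from luciferase substrate reagent. Incubation: 1 h compound pre-incubation, 16 h PMA/ionomycin at 37 °C. Benchmarks: DMSO only as uninhibited control, 10 µM reference inhibitor as full inhibition. Repeats: tested once.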
HTR1E antagonist – antagonists of human 5-HT1E serotonin receptor; P28566; CHO 5-HT1E Ga15 NFAT-bla reporter, FRET, antagonist; inhibition, % at 6 µM; 65,000 compounds, 0.99% hits; AID 571;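 active means inhibition above a set limit, the mean inhibition across every tested compound plus 3 SD, cut at about 29% in these data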;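 further: signal is the 460 over 535 nm emission ratio of beta-lactamase substrate; 0% = agonist plus DMSO wells and 100% = wells without agonist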
Numbers without * were called inactive; / = no result given. Rows were taken by chance; about 9.2% have a hit in one of these screens.

SMILES	S1P3 agonist	Her2 expr inh	Jurkat viability	HTR1E agonist	M1 agonist	M1 antagonist	S1P1 ag-PAM	HEK293 NFkB inh	HTR1E antagonist
Cc1cc(NS(=O)(=O)c2ccccc2)cc(Cl)c1O	-1.0	102	-3	-0.7	0.71	1	-13	9	-5
C=CCc1ccccc1OCC(O)CN1CCN(Cc2ccc3c(c2)OCO3)CC1 (centres undefined)	-0.2	153	4	0.7	6.9*	-5.4*	-6	10	-4
CCCc1nc(N2CCN(C)CC2)c2sc(=S)n(-c3ccccc3)c2n1	-0.2	103	5	0.8	1.4	-0.95	-3	2	4
O=C(NCCc1ccc(Cl)cc1)C1CCN(S(=O)(=O)c2cccc3nonc23)CC1	/	69	/	1.4	0.53	1.2	/	13	3
CCCCCc1nnc(NC(=O)Cc2cccs2)s1	-1.0	/	8	-0.5	-0.076	0.25	-117	15	4
COc1cc(C)nc(Oc2ccc(=O)n(C)n2)n1	1.6	91	/	0.2	-0.055	0.25	-5	/	-7
O=C(Nc1ccc2c(c1)OCO2)c1cccc(F)c1	0.1	93	4	-0.4	0.38	0.18	-4	-1	-8
Cc1cc(=O)[nH]c(Cc2ccc(OC(C)C)cc2)n1	0.5	94	-3	-0.4	0.57	-0.54	-7	13	-1
c1ccc2c(c1)oc1c(NCc3ccc4c(c3)OCO4)ncnc12	-0.1	116	-6	0.8	5.7*	-1.7	90*	16	-3
CCOC(=O)CSc1nc2c(c(=O)[nH]c(=O)n2C)n1CCc1ccccc1	0.2	136	0	-0.8	0.88	-0.19	10	-9	4
Cc1ccc(-c2n[nH]c(=O)c3ccccc23)cc1S(=O)(=O)NCCN1CCOCC1	-3.9	114	/	-0.6	0.39	-0.006	-21	/	-8
COC(=O)c1ccc(C2C(C(=O)c3cc4ccccc4o3)=C(O)C(=O)N2CCCN(C)C)cc1 (centres undefined)	-2.7	129	/	0.1	0.018	0.4	3	/	-2
CC(=O)Oc1ccc2oc(C)c(C(=O)N3CCOCC3)c2c1	0.7	86	-2	-0.3	-0.036	0.044	-9	6	2
Cn1c(=O)[nH]c2cc3ccccc3cc21	-0.7	75	-1	0.1	0.51	-0.15	-9	20	-2
COC(=O)C1=C(C)NC(C)=C(C(=O)OC)C1C(=O)OC1CCCCC1=O (centres undefined)	-0.1	90	4	-0.6	0.041	-0.33	3	24	-9

Four compounds already listed, sorted by the value under Her2 expr inh, highest first.
mol	S1P3 agonist	Her2 expr inh	HTR1E agonist	M1 agonist	M1 antagonist	S1P1 ag-PAM	HEK293 NFkB inh	HTR1E antagonist
C=CCc1ccccc1OCC(O)CN1CCN(Cc2ccc3c(c2)OCO3)CC1 (centres undefined)	-0.2	153	0.7	6.9*	-5.4*	-6	10	-4
CCCc1nc(N2CCN(C)CC2)c2sc(=S)n(-c3ccccc3)c2n1	-0.2	103	0.8	1.4	-0.95	-3	2	4
O=C(Nc1ccc2c(c1)OCO2)c1cccc(F)c1	0.1	93	-0.4	0.38	0.18	-4	-1	-8
COC(=O)C1=C(C)NC(C)=C(C(=O)OC)C1C(=O)OC1CCCCC1=O (centres undefined)	-0.1	90	-0.6	0.041	-0.33	3	24	-9

Returning to the listing with the 2 entries that preceded the break.
SMILES	S1P3 agonist	Her2 expr inh	Jurkat viability	HTR1E agonist	M1 agonist	M1 antagonist	S1P1 ag-PAM	HEK293 NFkB inh	HTR1E antagonist
Cn1c(=O)[nH]c2cc3ccccc3cc21	-0.7	75	-1	0.1	0.51	-0.15	-9	20	-2
COC(=O)C1=C(C)NC(C)=C(C(=O)OC)C1C(=O)OC1CCCCC1=O (centres undefined)	-0.1	90	4	-0.6	0.041	-0.33	3	24	-9
O=C(Nc1ccccc1)c1ccc(S(=O)(=O)NCC2CCCO2)cc1 (centres undefined)	-0.5	88	-5	1.0	-0.45	0.55	-9	6	-5
COc1ccc(OC)c(NC(=O)C2CCN(c3nc(C)cc(C)n3)CC2)c1	-0.7	113	-5	0.5	0.25	-0.57	-2	23	-5
Cn1c(SCc2cnc(-c3ccccc3)s2)nnc1C1COc2ccccc2O1 (centres undefined)	-0.1	97	-6	-0.1	1.9	1.6	23	12	6
COc1cc2c(cc1OC)C(c1cc(OC)c(OC)c(OC)c1)NCC2 (centres undefined)	-1.0	77	-4	-0.9	0.12	0.74	7	18	-3
Cc1ccc2nc3c(cc(C(=O)NCc4cccnc4)c(=N)n3C(C)C)c(=O)n2c1	-0.1	115	2	0.7	0.71	-0.014	-8	6	12
CC(Sc1ccccc1)C(=O)Nc1ccc(S(=O)(=O)N2CCOCC2)cc1 (centres undefined)	-1.3	85	1	0.0	-1.7	-0.049	-20	10	3
CC(=O)NC(CCS(C)(=O)=O)C(=O)N1CCc2ccccc21 (centres undefined)	0.9	71	2	-0.8	1	1	-23	10	5
Cc1ccc(OCC(=O)NCC(=O)n2nc(C)cc2C)cc1	-2.5	40	/	7.5	-0.38	0.66	-18	/	-10
Cc1sc2nc(C(C)Nc3ccccc3N3CCOCC3)[nH]c(=O)c2c1C (centres undefined)	0.3	59	6	-0.3	-0.41	-0.037	-18	11	-8
CCn1c(COc2ccccc2C)nnc1SCC(=O)OC	0.1	67	-5	0.3	0.02	0.5	-20	17	4
CN(C)CCN(C)Cc1ccc2c(c1)Cc1ccccc1-2	-0.8	127	4	0.3	0.17	-0.66	-10	11	-5
O=C1c2ccccc2C(=O)N1CCCc1nc2ccccc2c(=O)n1Cc1ccco1	-0.5	109	-2	-0.8	-0.32	-0.81	1	8	10
C=CCN=c1sc(C(=O)OC)cc(=O)n1CC=C	/	65	/	-1.2	-0.017	0.0092	/	23	23
C=CCn1c(CCCNC(=O)CCC)nc2ccccc21	/	72	/	-0.7	0.15	1.1	/	9	-8
CS(=O)(=O)c1ccc2nc(NC(=O)c3cccs3)sc2c1	-1.4	/	19	-0.3	-1.2	0.0092	/	-5	5

Record cards, from the list above. Order of screens: S1P3 agonist	Her2 expr inh	Jurkat viability	HTR1E agonist	M1 agonist	M1 antagonist	S1P1 ag-PAM	HEK293 NFkB inh	HTR1E antagonist
`C=CCn1c(CCCNC(=O)CCC)nc2ccccc21` in the list: /	72	/	-0.7	0.15	1.1	/	9	-8
`CN(C)CCN(C)Cc1ccc2c(c1)Cc1ccccc1-2` in the list: -0.8	127	4	0.3	0.17	-0.66	-10	11	-5
`CS(=O)(=O)c1ccc2nc(NC(=O)c3cccs3)sc2c1` in the list: -1.4	/	19	-0.3	-1.2	0.0092	/	-5	5
`CCn1c(COc2ccccc2C)nnc1SCC(=O)OC` in the list: 0.1	67	-5	0.3	0.02	0.5	-20	17	4

Next compounds follow:
Below each compound – S1P3 agonist | Her2 expr inh | Jurkat viability | HTR1E agonist | M1 agonist | M1 antagonist | S1P1 ag-PAM | HEK293 NFkB inh | HTR1E antagonist
O=C(Nc1nccs1)c1cc2sccc2n1Cc1ccc(F)cc1
    -1.5 | 73 | 11 | -0.7 | 0.47 | -0.54 | -5 | 10 | 18
O=C(CSc1nnc(-c2ccccc2)o1)n1c2c(c3ccccc31)CCCC2
    -0.9 | 74 | 10 | -0.1 | -0.019 | 0.4 | / | 14 | -2
Cc1cccc(-n2c(N)cc(=O)nc2SCC(=O)Nc2cc(C)on2)c1
    0.4 | 115 | 7 | -0.3 | / | / | -6 | 10 | -7
CCc1nnc(NC(=O)CSc2nc3ccccc3s2)s1
    -0.1 | 91 | 2 | -0.4 | 0.063 | -0.0068 | / | -7 | 8
COc1ccccc1N1CCN(C(=O)CSc2ccc3c(C)cc(C)nc3n2)CC1
    / | 117 | / | -0.4 | -0.93 | 0.76 | / | 9 | -1
O=C(CSCc1ccco1)c1ccc(Cl)s1
    0.8 | 162 | -2 | 1.0 | -0.45 | 0.46 | 32 | -12 | 1
CC(C)n1c(SC2CCOC2=O)nc2ccccc21 (centres undefined)
    -0.8 | 80 | -2 | -0.5 | -0.019 | 0.034 | -4 | -1 | 8
CCOC(=O)N1CCN(C(=O)CSc2nnc(Cc3cccn3C)n2CCc2ccccc2)CC1
    -0.6 | 105 | -6 | -0.1 | -0.57 | 0.48 | -15 | 17 | -11
Cc1cc(-c2nnc3n2N=C(C(C)(C)C)CS3)n[nH]1
    -1.5 | 146 | 8 | -0.4 | -0.36 | 0.57 | -5 | 18 | -1
CCSc1nnc(NC(=O)CSc2nccn2-c2cccc(C)c2)s1
    1.3 | 103 | -10 | 0.0 | -0.49 | 0.97 | -22 | 2 | -8
C=CCn1c(COc2ccc(Cl)cc2)nnc1SCc1ccc(C#N)cc1
    -0.6 | 108 | 0 | -0.1 | / | / | 15 | 25 | 6
COc1ccc(OC)c(NS(=O)(=O)c2ccc3c(c2)n(C)c(=O)n3C)c1
    -1.3 | 78 | -1 | -0.5 | -0.018 | 0.0079 | 6 | -1 | 9
CCOc1ccc(C(C)=O)cc1CSc1nnc(-c2cccs2)n1CC1CCCO1 (centres undefined)
    0.2 | 104 | -3 | -0.2 | -0.2 | -0.33 | 5 | 5 | 0
O=S(=O)(c1ccc(S(=O)(=O)N(Cc2ccc(F)cc2)C2CCCC2)cc1)N1CCCC1
    -0.8 | 91 | 5 | -1.1 | 0.39 | -0.75 | 16 | 26 | 31*
CC(NC(=O)COc1ccc(Br)cc1)C(=O)O (centres undefined)
    -0.2 | 106 | 1 | 1.0 | -0.12 | 0.96 | -5 | 6 | 3
CCN1CCN(Cc2nc3c(c(=O)n(C)c(=O)n3C)n2Cc2cccc3ccccc23)CC1
    -0.1 | 105 | -3 | 0.6 | 0.32 | -2.8* | 2 | 3 | -3
COc1cc(C2c3c(oc4ccc(C)cc4c3=O)C(=O)N2c2cc(C)ccn2)cc(OC)c1OC (centres undefined)
    0.0 | 69 | -6 | -0.1 | 0.52 | -0.7 | -7 | 7 | 2

From PubChem BioAssay
